Screening data (PubChem BioAssay)
NPY1 pot ag: NPY-Y1 receptor potentiators or agonists, primary screen, cell-based. 0.37% of 220,000 active. NPY-Y1 expressing cells, potentiator/agonist activation. activation, % at 3.6 µM. Neuropeptide Y receptor type 1 (Homo sapiens), P25929; in the data active = activation above about 33%, passing the limit was not always enough;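 note: cells stimulated with NPY at EC10 then isoproterenol at EC100; 0% = low agonist plus stimulus and 100% = saturating agonist plus stimulus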
Target sequence (P25929 whole entry, looked up): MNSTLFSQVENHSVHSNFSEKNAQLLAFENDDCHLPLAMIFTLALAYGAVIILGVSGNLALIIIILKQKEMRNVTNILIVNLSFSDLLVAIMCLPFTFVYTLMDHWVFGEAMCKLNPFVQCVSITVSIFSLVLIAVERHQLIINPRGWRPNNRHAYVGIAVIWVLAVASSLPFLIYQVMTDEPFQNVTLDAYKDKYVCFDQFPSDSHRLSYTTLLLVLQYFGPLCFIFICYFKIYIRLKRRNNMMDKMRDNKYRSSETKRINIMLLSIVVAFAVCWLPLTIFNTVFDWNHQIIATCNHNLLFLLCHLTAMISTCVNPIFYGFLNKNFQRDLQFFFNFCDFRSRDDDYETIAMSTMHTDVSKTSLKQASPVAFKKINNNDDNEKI
S1P4 agonist: S1P4 receptor agonists, primary screen, cell-based; Sphingosine 1-phosphate receptor 4 (Homo sapiens), O95977; S1P4-expressing cell line, agonist reporter assay; activation, % at 4.98 µM; 0.35% of 220,000 active; AID 1509, 2009; in the data active = activation above about 11%;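 note: 0% = DMSO vehicle and 100% = reference agonist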
Target sequence (O95977 whole entry, looked up): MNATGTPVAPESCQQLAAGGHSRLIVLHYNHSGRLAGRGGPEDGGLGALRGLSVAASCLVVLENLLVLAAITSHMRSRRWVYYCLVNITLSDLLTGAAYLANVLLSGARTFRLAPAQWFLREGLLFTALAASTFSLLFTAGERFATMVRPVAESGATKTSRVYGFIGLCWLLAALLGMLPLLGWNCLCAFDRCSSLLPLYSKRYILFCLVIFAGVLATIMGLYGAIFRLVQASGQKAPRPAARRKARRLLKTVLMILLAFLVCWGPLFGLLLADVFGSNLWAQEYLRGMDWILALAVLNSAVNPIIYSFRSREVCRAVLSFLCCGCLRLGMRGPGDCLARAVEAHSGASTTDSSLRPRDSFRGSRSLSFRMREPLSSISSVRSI
RBBP9 inh: human RBBP9 inhibitors, primary screen, biochemical, fluorescence polarization, FP-Rh probe, HTS | recombinant RBBP9 | 0.2% of 220,000 active | AID 1515, 2009 | inhibition, % at 7.94 µM | Serine hydrolase RBBP9 (Homo sapiens), O75884;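 active = inhibition above the campaign mean of all tested compounds plus 3 SD, cut at about 14% in these data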;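 note: plate controls were DMSO wells with RBBP9 for no effect and wells lacking RBBP9 protein for full effect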
Target sequence (O75884 whole entry, looked up): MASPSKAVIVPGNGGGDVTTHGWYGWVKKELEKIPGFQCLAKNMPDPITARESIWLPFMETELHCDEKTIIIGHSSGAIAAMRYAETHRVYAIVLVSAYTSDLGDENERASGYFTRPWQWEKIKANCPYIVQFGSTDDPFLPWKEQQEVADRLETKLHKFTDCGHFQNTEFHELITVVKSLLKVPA
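Test system – recombinant human RBBP9 · Input – RBBP9 2.5 µM in dispensing solution, pre-mixing · Medium – Tris buffer pH 8.0, NaCl, Pluronic · Schedule – preincubation 30 min plus labeling 45 min at 25 °C · Measured by – fluorescence polarization · Measure – % inhibition · Controls – DMSO and no-protein wells · Replicates – one well per compound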
Ba/F3 V617F tox: reduced viability of JAK2V617F-dependent Ba/F3 cells, primary screen, JAK2V617F inhibitor project, cell-based, Ba/F3 EpoR-JAK2V617F, luminescence; AID 1446, 2008; inhibition, % at 5.6 µM; ATP luminescence; 1.1% of 220,000 active;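 active = inhibition above the campaign mean plus 3 SD over all tested compounds, cut at about 24% in these data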;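 note: cytokine-independent growth of Ba/F3 cells driven by EpoR plus mutant JAK2; 0% = DMSO-treated cells and 100% = JAK inhibitor I control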
BaF3 parental: parental Ba/F3 cell viability inhibition, counter-screen for JAK2V617F inhibitor project, murine pro-B, CellTiter-Glo luminescence. CellTiter-Glo ATP luminescence. inhibition, % at 5.6 µM. 1.1% of 220,000 active;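 active = inhibition above a per-campaign cutoff, the mean inhibition of all tested compounds plus 3 SD, cut at about 27% in these data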;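 note: 0% = DMSO wells and 100% = JAK Inhibitor I control wells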
Runt-CBFb FRET: inhibitors of RUNX1 Runt–CBFb binding, primary screen, biochemical, FRET, Cerulean-Runt, Venus-CBFb, uHTS. 0.46% of 220,000 active. inhibition, % at 20 µM. Cerulean-Runt/Venus-CBFb FRET ratio 530/480, 1 h. Runt-related transcription factor 1 (Homo sapiens) + Core-binding factor subunit beta …;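 active = inhibition over about 50% at 20 µM in the single-dose screen, limit read from the data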;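 note: 0% = DMSO wells and 100% = excess unlabeled CBFb competitor control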
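Assay system: Cerulean-Runt domain / Medium: Tris 50 mM pH 7.5, KCl, K2SO4, 0.01% BSA / Timing: protein complex preformed 1 h, compound exposure 1 h, room temperature, dark / Measured by: FRET, excitation 422 nm, emission at 530 and 480 nm / Evaluation: loss of energy transfer signal / Control set: 5 µM unlabeled CBFb as full-inhibition high control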
NPY-Y2 PAM-ag: NPY-Y2 potentiators or agonists, primary screen, cell-based | Neuropeptide Y receptor type 2 (Homo sapiens), P49146 | activation, % at 3.6 µM | AID 1359, 2008 | cells expressing NPY-Y2, potentiator/agonist read-out | 0.45% of 220,000 active; in the data active = activation above about 27%;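 note: cells stimulated with NPY near EC25 plus isoproterenol at EC100; 0% = vehicle plus submaximal agonist and 100% = vehicle plus saturating agonist; some results beyond the cut were filed as inactive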
NPY Y1 blocker: NPY-Y1 receptor antagonists, primary screen, cell-based. Neuropeptide Y receptor type 1 (Homo sapiens), P25929. HEK293-CNG Y1 cells, membrane potential fluorescence; NPY at EC95, then isoproterenol. inhibition, % at 3.6 µM. 1% of 200,000 active. AID 1040, 2008;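 active = inhibition above the campaign mean inhibition of all tested compounds plus 3 SD, cut at about 20% in these data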;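 note: 0% = DMSO wells given NPY plus isoproterenol and 100% = isoproterenol alone without NPY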
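Benchmarks – high control isoproterenol alone, low control NPY with isoproterenol · Material – HEK293 Y1/CNG channel cell line · Times – dye 3 h, compound 60 min room temperature, stimulation 45 min · Probe or stimulus – NPY (25 nM), isoproterenol (1 µM), Ro 20-1724 (25 µM) · Evaluation – % inhibition of NPY effect · Signal – fluorescence, membrane potential probe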
S1P4 antagonist: S1P4 receptor antagonists, primary screen, cell-based; Sphingosine 1-phosphate receptor 4 (Homo sapiens), O95977; S1P4-expressing cells, antagonist mode, reporter read-out; inhibition, % at 4.98 µM; 0.26% of 220,000 active; AID 1510, 2009; in the data active = inhibition above about 29%;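 note: 0% = wells stimulated with agonist and 100% = vehicle wells without agonist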
Numbers without * were called inactive; nt = no result given.

compound	NPY1 pot ag	S1P4 agonist	RBBP9 inh	Ba/F3 V617F tox	BaF3 parental	Runt-CBFb FRET	NPY-Y2 PAM-ag	NPY Y1 blocker	S1P4 antagonist
Cc1c(NC(=O)CN2CCN(c3ccccc3)CC2)c(=O)n(-c2ccccc2)n1C	-21	0.6	-10	-3	6	-3	-4	-1	6
COc1ccc(Cc2nnc(NC(=O)c3cc(OC)c(OC)c(OC)c3)s2)cc1OC	5	1.8	-6	2	4	0	2	12	-23
CC(C)CNC(=O)CSc1nc(-c2cccs2)cc(C(F)(F)F)n1	-9	0.1	-10	-4	0	-1	14	6	3
COc1ccccc1/C=N/n1c(C)nnc1-n1nc(C)cc1C	-22	-3.5	-1	4	7	2	-11	-2	-12
CCOc1ccc(N(CC(=O)NCCc2ccc(Cl)cc2)S(=O)(=O)c2c(C)[nH]c(=O)[nH]c2=O)cc1	1	0.9	1	-4	-1	-6	6	-4	-15
OCc1cc(-c2ccc(Cl)c(Cl)c2)on1	5	0.3	-1	-1	10	0	0	-1	0
CC1(C)CC(=O)C(C(N)=NC(=O)c2ccc([N+](=O)[O-])cc2)=C(O)C1	21	1.9	-3	-2	2	0	15	-5	1
Cc1cccc(NCc2ccccc2OCc2ccccc2F)c1	-35	1.9	4	0	7	0	-5	8	-13
O=C(NCc1nnc(SCC(=O)N2CCCc3ccccc32)o1)c1c(F)cccc1Cl	16	1.1	0	-2	1	0	-6	0	-6
Cc1ccc(NC(=S)NCCSc2ccc(Cl)cc2)cc1	-1	0.3	-6	1	6	-2	-8	1	-3
O=C(c1ccc(F)cc1)N1CCN(c2ncccn2)CC1	4	1.9	1	0	1	0	-2	2	-11
O=c1cnc2cc([N+](=O)[O-])ccc2[nH]1	-2	-0.8	-2	-3	-1	-1	2	2	-10
CCN(Cc1ccncc1)Cc1cn[nH]c1-c1cc(OC)c(OC)c(OC)c1	-3	1.5	-3	3	5	1	-24	-3	-9
Cc1ccn2cc(CCNC(=O)CC3CCCCC3)nc2c1	-9	1.8	-3	0	6	-1	-4	0	-5
CC1(C)Cc2cccc(C(=O)NCc3ccco3)c2O1	2	-0.9	0	-3	-5	2	-8	nt	11
COc1ccccc1NC(=O)c1ccc(NC(=O)CN2CCN(C(=O)c3ccco3)CC2)cc1	-7	-1.8	-3	0	5	-3	-24	4	2
CC(=O)N1CCCc2cc(S(=O)(=O)Nc3ccc(C)cc3C)ccc21	-26	1.4	-7	1	3	0	-9	2	11
Cn1c(=O)[nH]c(=O)c2c1nc(N1CCCC1)n2CCCSc1nnnn1-c1ccccc1	-20	0.2	3	6	13	-6	2	4	-13
COC1=C(Nc2ccc(C)cc2)C(=O)c2ccccc2C1=O	-17	0.9	-6	-3	5	-5	2	0	-10
C=C1C(=O)[C@@]23[C@H](O)C[C@@H]4C(C)(C)CC[C@H](O)[C@]4(C)[C@@H]2C[C@H](O)[C@@H]1[C@H]3O	-2	1.3	2	62*	73*	-14	5	1	25
C=C(C)c1cccc(C(C)(C)NC(=O)N2CCN(c3ncccn3)CC2)c1	-22	-0.8	2	0	2	nt	-12	5	-29
COCCCn1c(C2CCCCC2)nc2oc3cc(OC)ccc3c(=O)c2c1=O	2	0.4	1	-2	1	-4	4	2	8
CCOC(=O)CSc1nnc(CNC(=O)c2cccs2)n1CCc1ccccc1	-8	0.0	-5	-3	-2	-2	6	0	1
c1ccc(CC2CCN(c3nnnn3-c3ccccc3)CC2)cc1	8	1.1	-4	-1	4	-2	-24	4	5
Cn1nccc1NC(=O)Nc1cccc(Cl)c1	7	-1.3	6	-3	-4	-1	2	nt	10
CCCCC/S(CC1CC1(Cl)Cl)=N\S(=O)(=O)c1ccc(C)cc1 (configuration not stated)	11	-1.7	3	1	4	-3	-4	3	-7
CCOc1nc(NC(=O)NS(=O)(=O)Oc2ccccc2Cl)nc(-c2ccccc2)n1	2	1.2	-2	0	2	-2	-5	3	1
Cc1cc(=O)n2c(C(=O)Nc3ccc(C(=O)OC(C)C)cc3)c(C(=O)Nc3ccccc3)sc2n1	-136	1.7	0	1	4	1	-48	25*	-8
CC(C)(C)C1CCC(OC(=O)CN2CCCCC2)CC1 (configuration not stated)	-8	-0.3	-5	-3	-7	-2	-8	nt	15
Cn1nc(C(=O)OCC(=O)Nc2cccc(S(=O)(=O)N3CCCC3)c2)c2ccccc2c1=O	18	0.6	-9	0	-3	-1	-1	nt	-10
CC(=O)C1=C(C)NC(SCC(N)=O)=C(C#N)C1c1cccnc1 (configuration not stated)	-13	2.7	3	3	5	2	7	4	-5
Cc1ccc(NC(=O)C(Nc2cccc(C)c2)c2ccccc2)cc1 (configuration not stated)	-13	-0.4	-6	4	12	1	-1	11	-5
Cc1cc(Br)cn2ccnc12	19	-0.1	0	-2	3	3	1	1	8
CCOC(=O)c1ccc(N=c2sc(C(=O)OC)cc(=O)n2Cc2ccco2)cc1	11	-0.7	-8	-2	4	10	13	-2	14
CC1CCCCN1CC(=O)Nc1ccccc1Sc1ccccc1 (configuration not stated)	3	0.7	-5	-4	1	-2	18	8	-3
Cc1cc(C(=O)NCC(=O)OC(C(=O)Nc2cc(C(F)(F)F)ccc2Cl)c2ccccc2)ccc1[N+](=O)[O-] (configuration not stated)	21	-4.7	-19	-2	3	2	4	2	-5
CC[C@H](C)[C@H](NC(=O)c1ccc(Cl)cc1)C(=O)OCC(=O)c1ccc2c(c1)NC(=O)CO2	12	-0.8	4	-3	4	2	7	-3	-1
CCc1cc2c(NCC(=O)O)ncnc2s1	-6	-0.5	-11	5	4	1	-12	0	14
CC(C)Cc1csc(NC(=O)c2ccccc2Cl)c1C(=O)O	-13	1.0	-5	1	4	105*	2	5	-15
Cc1cc(C)cc(NC(=O)N(C)Cc2ccccc2)c1	-10	-1.2	-6	2	-2	0	1	nt	1
CC(=O)c1cccc(NC(=O)NC(C)c2ccncc2)c1 (configuration not stated)	-4	0.1	-1	-3	2	0	0	3	5
O=C(Cn1cc(C(=O)c2ccco2)c2ccccc21)Nc1ccccc1F	4	-0.2	-2	-2	-1	1	-5	2	-4
CCOC(=O)c1ccc(NS(=O)(=O)c2ccc(SC)cc2)cc1	-16	1.9	0	3	7	-1	-17	11	-5
O=C(CS(=O)(=O)c1ccccc1)Nc1ccc(Br)cn1	9	1.7	-8	4	9	-2	-5	-2	-38
O=C(OCC(=O)N1CCN(C(=O)c2ccco2)CC1)c1ccccc1Cc1ccccc1	-1	1.5	-12	4	5	-3	-12	3	26
COc1ccc(Cl)c(Cn2c(NCCCN(C)C)nc3c2c(=O)n(C)c(=O)n3C)c1	-6	-0.1	-8	0	2	-1	10	2	-4
CC(C)(C)NC(=O)C1CCN(c2ccc(S(=O)(=O)N3CCOCC3)cc2Cl)CC1	-1	0.7	5	-7	-1	0	4	2	-23
Cc1ccc(-n2c(SCC(=O)NCc3ccco3)nc3sc4c(c3c2=O)CC(C)(C)SC4)cc1	-11	-0.7	-9	0	1	12	5	-3	-11
CN1CCN(C(=O)CSc2cc(=O)n(C)c3ccccc23)CC1	-6	-0.9	-6	3	3	-1	-11	-2	-19
COc1cccc(-c2csc3nc[nH]c(=O)c23)c1	-16	1.1	-4	0	4	0	-14	1	1
CCCN1CCC(=NNC(=O)CSc2cc(C)c(Br)cc2C)CC1	3	-0.3	-5	-2	2	-6	-7	4	1
NC(=O)c1ccc(NC(=O)CSc2nnc(-c3ccccn3)n2N)cc1	4	1.2	-5	-2	4	-3	11	-4	-7
CC(C)c1ccc(S(=O)(=O)N2CCN(C(=O)c3cccc(F)c3)CC2)cc1	-18	-1.1	-5	3	9	-2	-25	4	-6
O=C(N/N=C/c1ccco1)C12CC3CC(CC(C3)C1)C2	-1	0.1	-3	-2	2	2	-7	7	-1
CS(=O)(=O)c1ccc(C(=O)NCc2ccc(F)cc2)cc1	1	-1.1	-5	3	8	0	3	0	-4
COCC(=O)Nc1nc2ccc(S(C)(=O)=O)cc2s1	-7	1.0	-1	-1	4	-2	4	2	7

More compounds follow.
compound	NPY1 pot ag	S1P4 agonist	RBBP9 inh	Ba/F3 V617F tox	BaF3 parental	Runt-CBFb FRET	NPY-Y2 PAM-ag	NPY Y1 blocker	S1P4 antagonist
COc1ccc(CNC(=O)Nc2cc(C)ccc2C)cc1	10	-0.8	-9	-2	-1	-1	-18	0	4
O=S(=O)(/C=C/c1ccccc1)NCc1ccccc1Cl	-10	-0.7	9	-2	3	-4	-22	1	-5
CCOC(=O)c1ccc(N2C(=O)C3C(/C=C/c4ccccc4)OC4(C(=O)c5ccccc5C4=O)C3C2=O)cc1 (configuration not stated)	0	-0.3	-9	-2	0	-6	7	-2	-5
Cc1cc(C)nc(-n2ncc3c2CC(c2ccccc2)CC3=O)n1 (configuration not stated)	-12	-1.7	0	-1	7	3	5	4	-23
CCOC(=O)N1CCN(CCC(=O)Nc2ccc(OC)cc2)CC1	-8	0.6	6	-1	2	2	-2	-2	-8
COc1ccc(Cl)cc1NC(=O)C(=O)N/N=C/c1cc(C)n(-c2ccc(C)cc2)c1C	8	-0.8	-8	-6	0	-6	-10	5	-2
N/C(CSc1ccc(Cl)cc1)=N\S(=O)(=O)c1ccc(Cl)cc1	-19	-1.7	-6	7	-4	-2	1	nt	-9
C(=N\Nc1nc(-c2ccccn2)nc2ccccc12)/c1ccccc1	-25	-0.4	-9	-5	1	-5	-3	nt	11
CCC(C)n1c(=N)c(C#N)cc2c(=O)n3cc(C)ccc3nc21 (configuration not stated)	-11	1.7	-10	-1	1	nt	-3	4	-22
Cc1cc2cc(C)c(NCCNC(=O)c3cccc(F)c3)nc2cc1C	-70	-1.5	-4	3	14	0	-56	40*	3
COc1cc(/C=N/OCC(=O)Nc2cc(C)cc(C)c2)ccc1OCc1ccc(Cl)cc1	-7	-1.3	-6	1	4	4	-2	0	-20
O=C(COC(=O)CCc1ccccc1)Nc1cc(S(=O)(=O)N2CCOCC2)ccc1N1CCCC1	-13	-1.6	-10	-1	1	-2	-3	8	-4
CCOC(=O)CCc1nc2ccccc2[nH]1	-1	2.9	-1	3	3	0	-2	6	-14
